PLAP inhibitors HTS: inhibition of human placental alkaline phosphatase – biochemical, luminescence, HTS (AID 690); purified PLAP, luminescent substrate; higher % means a stronger effect; 96,000 compounds, 0.08% hits; one-dose inhibition, % at 20 µM; IC50 in µM for titrated hits; in the data active = a potency from the dose series; inactive = the rest, 99 in 100 with inhibition below about 30%; note: strong numbers were not always called active
NFkB transloc pot: enhances IL-1B driven NFkB nuclear translocation; activation, % at 2 µM; HUVEC IL-1B NFkB p65 nuclear translocation imaging; 94,000 compounds, 0.3% hits; AID 819;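 active = activation above 40%, about the mean plus 3 SD, also judged a hit on visual image review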;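 note: percent activation is computed from the nuclear over cytoplasmic p65 intensity ratio; values of inactives mirror those of a sister screen read the other way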
Bcl-B displacement: displacers of TR3 peptide from Bcl-B, primary screen, selectivity assay for Bfl-1 inhibitor project, biochemical, fluorescence polarization; FP displacement of FITC-TR3 peptide from Bcl-B; higher % means a stronger effect; displacement, % at 20 µM; hits with a dose series show IC50 in µM; 96,000 compounds, 0.11% hits;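 active = displacement above 50% at 20 µM plus a fluorescence interference ratio under 1.5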;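 note: plate controls were wells without compound for no effect and wells lacking Bcl-B protein for full effect; a part of the inactive calls stands beside numbers as strong as those of hits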
MRP reversal: reverses drug resistance mediated by MRP. H69AR cells + 2 uM doxorubicin, CellTiter-Glo, 72 h. differential viability (reversal), % at 10 µM. 85,000 compounds, 0.04% hits;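 active = viability drop by adding the cancer drug above about 55%, with treated viability meeting a 40% cutoff, limit read from the data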;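 note: viability without doxorubicin minus viability with 2 µM doxorubicin for each compound; larger differential means the compound sensitizes cells more to doxorubicin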
IL1B NFkB inh: blocks IL-1B driven NFkB nuclear translocation in HUVEC cells; inhibition, % at 2 µM; 94,000 compounds, 0.43% hits; HUVEC IL-1B NFkB p65 nuclear translocation imaging;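 active = inhibition above about 30% together with a positive call from visual inspection of the well image, limit read from the data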;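 note: nuclear over cytoplasmic p65 intensity ratio measured by imaging; 0% = IL-1B stimulated DMSO wells and 100% = unstimulated DMSO wells; values of inactives mirror those of a sister screen read the other way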
MRP reversal cytotoxicity: recorded beside MRP reversal, whose call it bears; viability, %; H69AR cells, CellTiter-Glo, 72 h; measured here: cytotoxicity without doxorubicin
MRP reversal with doxorubicin: recorded beside MRP reversal, whose call it bears; viability, %; measured here: viability with 2 uM doxorubicin; hits give low values
IL1B NFkB inh cell count 2 µM: also measured in IL1B NFkB inh; calls as there; cell count; measured here: cells passing quality filter;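 raw number of nuclei counted in each imaged well without normalization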
NFkB transloc pot cell count 2 µM: recorded beside NFkB transloc pot, whose call it bears; cell count; measured here: cells passing quality filter
An asterisk follows results filed as active; . = not tested or not shown. Some of the compounds tested; rates above refer to the full screens.

molecule	NFkB transloc pot cell count 2 µM	PLAP inhibitors HTS	NFkB transloc pot	MRP reversal	Bcl-B displacement	MRP reversal with doxorubicin	IL1B NFkB inh cell count 2 µM	IL1B NFkB inh	MRP reversal cytotoxicity
Cc1ccc(S(=O)(=O)NCCC(=O)N2CCCCC2)cc1	87	5%	-9	8	5%	82	87	9	90
C(=N\Nc1nc(Nc2ccccc2)nc(N2CCOCC2)n1)/c1c[nH]c2ccccc12	136	-44%	20	.	9%	.	136	-20	.
Cc1ccc(N(CC(=O)NCc2ccncc2)S(C)(=O)=O)cc1Cl	107	-7%	4	3	8%	83	107	-4	86
O=C(Nc1ccc2c(c1)OCO2)C(c1ccc(Cl)cc1)N1CCN(C(=O)c2ccco2)CC1 (configuration not stated)	128	-89%	5	13	-2%	80	128	-5	94
CC(C)(C)c1cc2cccnc2n1Cc1ccccc1	175	33%	-1	.	-8%	.	175	1	.
CCOC(=O)C1CCN(S(=O)(=O)c2cccc(-c3cn4cccc(C)c4n3)c2)CC1	193	-39%	6	-7	-100%	91	193	-6	84
CCOC(=O)c1cnc(-c2ccccc2)nc1Oc1ccc(Cl)c(Cl)c1	139	4%	11	.	-3%	.	139	-11	.
CCN(CC)S(=O)(=O)c1ccc2oc(SCC(=O)NCc3ccccc3)nc2c1	190	4%	5	4	4%	87	190	-5	90
CCOc1cc(NC(=O)c2ccco2)c(OCC)cc1NC(=O)c1cc(OC)c(OC)c(OC)c1	201	-48%	22	-13	-2%	78	201	-22	65
CC(Oc1ccccc1F)C(=O)NCCN1CCCCC1 (configuration not stated)	190	-9%	18	-15	6%	112	190	-18	97
N=c1c2c3c(sc2ncn1CCCN1CCOCC1)CCCCC3	107	-46%	0	-11	-11%	82	107	0	71
Cc1ccc(C(C(=O)NCc2ccco2)N(C(=O)CNC(=O)c2cccs2)c2ccc(C)cc2C)cc1 (configuration not stated)	132	6%	-3	.	-6%	.	132	3	.
CCOC(=O)C1=C(C)OC(N)=C(C#N)C1c1ccc(OC)c(C)c1OC (configuration not stated)	196	-23%	22	0	7%	96	196	-22	96
CCOC(=O)Cc1nnc(NC(=O)c2ccco2)s1	74	-14%	34	-3	4%	92	74	-34	89
CN(C)CCCN1C(=O)CSC1c1ccccc1 (configuration not stated)	68	16%	13	-5	-4%	101	68	-13	96
COc1ccc(C2(NC(C)=O)CCN(C(=O)c3cccs3)CC2)cc1	101	.	20	-5	.	95	101	-20	90

In another format: results already given
> COc1ccc(C2(NC(C)=O)CCN(C(=O)c3cccs3)CC2)cc1
  NFkB transloc pot cell count 2 µM: 101	PLAP inhibitors HTS: .	NFkB transloc pot: 20	MRP reversal: -5	Bcl-B displacement: .	MRP reversal with doxorubicin: 95	IL1B NFkB inh cell count 2 µM: 101	IL1B NFkB inh: -20	MRP reversal cytotoxicity: 90
> CCOC(=O)C1=C(C)OC(N)=C(C#N)C1c1ccc(OC)c(C)c1OC (configuration not stated)
  NFkB transloc pot cell count 2 µM: 196	PLAP inhibitors HTS: -23%	NFkB transloc pot: 22	MRP reversal: 0	Bcl-B displacement: 7%	MRP reversal with doxorubicin: 96	IL1B NFkB inh cell count 2 µM: 196	IL1B NFkB inh: -22	MRP reversal cytotoxicity: 96

Carrying on:
molecule	NFkB transloc pot cell count 2 µM	PLAP inhibitors HTS	NFkB transloc pot	MRP reversal	Bcl-B displacement	MRP reversal with doxorubicin	IL1B NFkB inh cell count 2 µM	IL1B NFkB inh	MRP reversal cytotoxicity
O=C(c1ccco1)N1CCN(CC(=O)N(C2CCCCC2)C2CCS(=O)(=O)C2)CC1 (configuration not stated)	152	-9%	1	-9	-6%	110	152	-1	101
CCC(C)C(=O)N1CCCC(c2nc(-c3cccs3)no2)C1 (configuration not stated)	88	-12%	26	6	0%	84	88	-26	90
O=C(CN1CCN(c2ncccn2)CC1)N1CCN(C(c2ccccc2)c2ccccc2)CC1	179	.	7	9	.	77	179	-7	86
CC(=O)N(CCC1(C(C)C)CCOC(C)(C)C1)Cc1ccco1 (configuration not stated)	62	-66%	13	-9	-4%	84	62	-13	75
CCN(Cc1cc2ccccc2[nH]c1=O)C(=O)c1cccnc1	122	6%	-2	6	19%	90	122	2	96
CCCNC(=O)c1ccccc1NS(=O)(=O)c1ccc2c(c1)OCCO2	128	-40%	3	20	-7%	82	128	-3	102
c1ccc(CC2CCN(c3nc4ccccc4n4nnnc34)CC2)cc1	116	12%	29	14	-14%	76	116	-30	89
CCCC(=O)Nc1cc(-c2nn(C)c(=O)c3ccccc23)ccc1N1CCCCC1	104	.	-10	7	.	70	104	10	77

Random excerpt: four entries already listed
molecule	NFkB transloc pot cell count 2 µM	PLAP inhibitors HTS	NFkB transloc pot	MRP reversal	Bcl-B displacement	MRP reversal with doxorubicin	IL1B NFkB inh cell count 2 µM	IL1B NFkB inh	MRP reversal cytotoxicity
CCN(Cc1cc2ccccc2[nH]c1=O)C(=O)c1cccnc1	122	6%	-2	6	19%	90	122	2	96
c1ccc(CC2CCN(c3nc4ccccc4n4nnnc34)CC2)cc1	116	12%	29	14	-14%	76	116	-30	89
CCCC(=O)Nc1cc(-c2nn(C)c(=O)c3ccccc23)ccc1N1CCCCC1	104	.	-10	7	.	70	104	10	77
CCC(C)C(=O)N1CCCC(c2nc(-c3cccs3)no2)C1 (configuration not stated)	88	-12%	26	6	0%	84	88	-26	90

Next records
molecule	NFkB transloc pot cell count 2 µM	PLAP inhibitors HTS	NFkB transloc pot	MRP reversal	Bcl-B displacement	MRP reversal with doxorubicin	IL1B NFkB inh cell count 2 µM	IL1B NFkB inh	MRP reversal cytotoxicity
CNC(=O)c1cc(Nc2nnc(C)c3ccccc23)ccc1OC	74	-10%	13	3	10%	88	74	-13	91
CN1CCc2c(sc3c2c(=O)n(-c2ccccc2)c2nncn32)C1	192	0%	4	8	6%	106	192	-4	115
CCn1cc(Br)c(C(=O)NC(C)c2ccccc2)n1 (configuration not stated)	135	9%	18	26	-3%	64	135	-18	90
CCn1nnnc1SCC(=O)Nc1nc2ccc(OC)cc2s1	103	.	2	13	.	71	103	-2	85
CC(=O)Nc1ccc(S(=O)(=O)NCC(=O)OCC(=O)N2CCc3ccccc32)cc1	172	21%	14	.	2%	.	172	-14	.
O=C(NNC(=S)Nc1ccc(F)cc1)c1ccccc1OC(F)F	212	-57%	10	.	10%	.	212	-10	.
O=C(COc1ccc(S(=O)(=O)N2CCCC2)cc1Cl)NCc1ccc2c(c1)OCO2	156	-36%	6	.	-10%	.	156	-6	.
O=C(O)c1cccc(S(=O)(=O)Nc2ccccc2Cl)c1	88	-5%	-12	-5	-1%	97	88	12	93
COc1ccc(OC)c(C(=O)/C=C/c2ccccc2C(F)(F)F)c1	176	-8%	-4	.	0%	.	176	4	.
COc1ccc(NC(=O)Nc2ccc(Br)cn2)cc1OC	97	-34%	8	-7	2%	84	97	-8	77
COc1ccc(S(=O)(=O)Nc2cc(C(=O)NCCC(C)C)ccc2N2CCOCC2)cc1	99	-27%	0	-4	-21%	81	99	0	77
O=C(O)c1cccc(NS(=O)(=O)c2ccc(Cl)c(C(=O)O)c2)c1	208	12%	-4	-4	-10%	105	208	4	101
CCc1nnc(NC(=O)CSc2nnc3ncccn23)s1	142	-5%	5	11	-3%	78	142	-5	90
CC(=O)c1c(OC(=O)c2ccccc2)c2ccccc2n1C	109	-13%	4	.	-1%	.	109	-4	.
CCCc1ccc(OCCNC(=O)CC)cc1	80	-28%	0	5	-1%	95	80	0	100
O=C(/C=C/c1ncc(C(F)(F)F)cc1Cl)OCc1ccccc1	124	-1%	3	.	0%	.	124	-2	.
CC(=O)NCCC(=O)Nc1ccc(C)c(F)c1	124	5%	-5	-2	-6%	98	124	5	96
Cc1nnc(SCc2cnc(-c3ccc(C(C)C)cc3)s2)n1C	125	-30%	1	6	-6%	71	125	-1	78
Cc1nc(N)c(C#N)c(-c2ccccc2Cl)c1C	182	18%	4	5	5%	96	182	-4	101
Cc1cc(C)c2cc(C#N)c(SCC(=O)NCc3ccco3)nc2c1	111	-7%	11	-16	-10%	56	111	-12	40
CCCC(C)c1nnc(NC(=O)CS(=O)(=O)Cc2ccccc2)s1 (configuration not stated)	152	-23%	2	19	11%	81	152	-2	100
COC(=O)Nc1ccc(S(=O)(=O)N2CCC(C)CC2)cc1	100	19%	3	-11	4%	85	100	-3	74
Cc1ccc(-c2nnc(SCC(=O)N3CCOCC3)nc2-c2ccc(C)cc2)cc1	164	-56%	10	-10	-22%	29	164	-10	19
CCNC(=O)n1nccc1C(C)Oc1cccc(C(F)(F)F)c1 (configuration not stated)	160	4%	-1	.	-7%	.	160	1	.
Cc1nc2c(C(=O)N3CCCC3)cnn2c(C)c1Cc1c(F)cccc1Cl	142	-1%	25	-13	1%	90	142	-25	77
Cc1ccsc1C(=O)OCC(=O)c1cc(C)n(CC2CCCO2)c1C (configuration not stated)	158	-28%	5	-7	2%	78	158	-5	71
COc1cc(CNn2nnnc2N)cc(Br)c1OCc1c(Cl)cccc1Cl	172	16%	-14	-14	-6%	71	172	14	57
O=C(Nc1ccc(O)cc1)C1CCCN1S(=O)(=O)c1ccc(F)cc1 (configuration not stated)	.	-11%	.	8	2%	89	.	.	97
Cc1ccc(C)c(NC(=O)C2C3CCCC2C3c2ccccc2)c1 (configuration not stated)	164	25%	10	.	-9%	.	164	-10	.
CCN(CC)CCNC(=O)C(C(=O)c1ccccc1)n1ccccc1=O (configuration not stated)	122	5%	-10	-9	0%	102	122	10	92
CCOC(=O)Cn1c(C)nc2c(C(=O)OCC)sc(C)c2c1=O	185	-10%	15	.	-14%	.	185	-15	.
CCOC(=O)CC1C(=O)NCCN1S(=O)(=O)c1ccc(Cl)cc1 (configuration not stated)	104	-11%	4	.	4%	.	104	-4	.

Part of the list above in order of formula weight, falling:
molecule	NFkB transloc pot cell count 2 µM	PLAP inhibitors HTS	NFkB transloc pot	MRP reversal	Bcl-B displacement	MRP reversal with doxorubicin	IL1B NFkB inh cell count 2 µM	IL1B NFkB inh	MRP reversal cytotoxicity
O=C(Nc1ccc(O)cc1)C1CCCN1S(=O)(=O)c1ccc(F)cc1 (configuration not stated)	.	-11%	.	8	2%	89	.	.	97
Cc1ccsc1C(=O)OCC(=O)c1cc(C)n(CC2CCCO2)c1C (configuration not stated)	158	-28%	5	-7	2%	78	158	-5	71
CCOC(=O)Cn1c(C)nc2c(C(=O)OCC)sc(C)c2c1=O	185	-10%	15	.	-14%	.	185	-15	.

Other entries:
molecule	NFkB transloc pot cell count 2 µM	PLAP inhibitors HTS	NFkB transloc pot	MRP reversal	Bcl-B displacement	MRP reversal with doxorubicin	IL1B NFkB inh cell count 2 µM	IL1B NFkB inh	MRP reversal cytotoxicity
CC(=O)Nc1ccc(S(=O)(=O)Oc2ccc(N3C(=O)C4CCCCC4C3=O)cc2)cc1 (configuration not stated)	106	8%	-4	.	-5%	.	106	4	.
O=C(COC(=O)c1cccs1)NCc1ccc2c(c1)OCO2	.	12%	.	-14	-8%	106	.	.	91
CCCCn1c(=S)[nH]c2c(oc3ccc(Cl)cc32)c1=O	148	.	6	-6	.	65	148	-6	59
Cc1cccc(NC(=O)CSc2nc3ccccc3c3nc(CCc4c(C)n[nH]c4C)nn23)c1	163	-39%	10	1	0%	0	163	-10	1
CCOc1ccc(S(=O)(=O)Nc2cccnc2)cc1	.	-30%	.	-7	-2%	97	.	.	90
COc1ccc2nc(SCC(=O)Nc3c(C)cc(C)cc3C)[nH]c2c1	162	-41%	-7	-10	4%	82	162	7	72
O=CNc1ccc(S(=O)(=O)NCc2ccccc2)cc1	135	19%	-2	14	11%	80	135	2	94
CCOCc1nnc(NS(C)(=O)=O)s1	121	0%	4	6	-5%	81	121	-4	87
Cc1ccc(N(C(=O)C2CCC(=O)N2)C2(C(=O)NC3CCCCC3)CCCCC2)cc1 (configuration not stated)	172	-30%	9	0	0%	81	172	-9	81
Cc1c(C(=O)O)oc2ccc(S(=O)(=O)N3CCCCC3C(=O)O)cc12 (configuration not stated)	45	11%	9	-3	5%	92	45	-8	89
O=C(Nc1ccccc1N1CCCC1)c1cccnc1	163	.	-8	3	.	100	163	8	102
